LMPTP inh: LMPTP (human) inhibition; recombinant LMPTP-A, OMFP fluorogenic substrate, fluorescence intensity; 0.22% of 360,000 active; AID 651560; P24666; inhibition, % at 20 µM;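 active = compounds that cut the enzyme signal by at least half of the control window in the single-dose screen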;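 also: plate controls were DMSO wells with enzyme plus substrate for no effect and substrate without enzyme for full effect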
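Test system – LMPTP-A enzyme · Amount – LMPTP-A at 0.625 nM final in the reaction · Buffer or medium – Bis-Tris pH 6.0, DTT, detergent · Reagent – OMFP 400 µM · Doses – single 20 µM dose · Schedule – reaction 50 min, room temperature, dark · Detection – fluorescence intensity of OMFP turnover product · Evaluation – percent inhibition versus substrate-only and uninhibited controls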
MsrA act: activators of bovine methionine sulfoxide reductase A; purified bovine MsrA, absorbance read-out; AID 602163; activation, % at 10.6 µM; 0.3% of 360,000 active; in the data active = activation above about 7.5%;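 also: 0% = vehicle and 100% = reference activator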
NRP1-CendR mod: NRP-1/CendR interaction modulation; O14786; FAM-RPARPAR peptide binding to NRP-1, fluorescence polarization; 0.85% of 360,000 active; inhibition, % at 25 µM;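 active = inhibition or corrected inhibition above about 18%, plus a signal ratio from 0.5 to 1.5, limit read from the data, passing the limit was not always enough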; also: strong numbers were not always called active
Target sequence (O14786 whole entry, looked up): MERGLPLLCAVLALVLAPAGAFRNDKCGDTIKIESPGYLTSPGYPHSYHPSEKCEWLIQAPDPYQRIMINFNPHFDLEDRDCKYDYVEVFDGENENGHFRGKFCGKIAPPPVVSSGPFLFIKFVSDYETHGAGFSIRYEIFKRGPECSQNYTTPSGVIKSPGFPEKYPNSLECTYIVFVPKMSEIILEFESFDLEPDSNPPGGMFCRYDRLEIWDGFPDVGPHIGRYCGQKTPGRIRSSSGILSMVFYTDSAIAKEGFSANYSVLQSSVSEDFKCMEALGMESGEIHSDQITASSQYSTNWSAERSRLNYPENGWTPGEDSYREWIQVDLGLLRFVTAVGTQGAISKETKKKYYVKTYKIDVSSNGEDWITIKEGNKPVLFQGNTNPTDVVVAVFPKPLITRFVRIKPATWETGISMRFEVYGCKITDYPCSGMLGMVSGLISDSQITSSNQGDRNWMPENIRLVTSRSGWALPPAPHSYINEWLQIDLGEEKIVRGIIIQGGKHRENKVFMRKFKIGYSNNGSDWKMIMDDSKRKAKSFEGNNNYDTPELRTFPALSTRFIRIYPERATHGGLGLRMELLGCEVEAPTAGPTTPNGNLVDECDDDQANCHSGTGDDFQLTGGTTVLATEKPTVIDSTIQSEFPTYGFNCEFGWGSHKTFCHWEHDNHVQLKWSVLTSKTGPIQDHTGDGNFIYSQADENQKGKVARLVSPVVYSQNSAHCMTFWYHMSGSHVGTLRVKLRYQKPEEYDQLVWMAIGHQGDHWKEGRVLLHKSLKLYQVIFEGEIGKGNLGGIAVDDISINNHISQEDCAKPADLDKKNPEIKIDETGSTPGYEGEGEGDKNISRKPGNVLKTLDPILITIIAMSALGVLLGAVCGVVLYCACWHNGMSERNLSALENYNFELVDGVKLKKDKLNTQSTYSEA
DNMT1 block: inhibitors of human DNMT1. DNMT1 molecular beacon, Hinp1I cleavage, fluorescence. inhibition (reported as % activation of signal), % at 10 µM. 0.83% of 360,000 active. AID 588458; in the data active = inhibition above about 50%
E coli Lon inh: E. coli protease La inhibition; P0A9M0; 0.42% of 360,000 active; inhibition, % at 7.94 µM; purified E. coli Lon protease, fluorescence polarization; AID 602123; in the data active = inhibition above about 13%, passing the limit was not always enough;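 also: 0% = enzyme with probe and DMSO and 100% = no enzyme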
SUMO1-SIM PPI: SUMO1-SIM interaction modulation. 0.33% of 360,000 active. inhibition, % at 20 µM. SUMO1 binding to a labelled peptide, TR-FRET, 1 h. AID 602429; in the data active = inhibition above about 37%
MsrA inhibitor: bovine MsrA inhibition; purified bovine MsrA, absorbance read-out; inhibition, % at 15.5 µM; 0.75% of 360,000 active; in the data active = inhibition above about 4.5%;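 also: 0% = vehicle wells with enzyme and 100% = reference inhibitor wells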
Scp1 inh: inhibitors of human Scp-1 phosphatase | Recombinant Scp1, phosphopeptide, malachite green phosphate absorbance | inhibition, % at 20 µM | 0.88% of 340,000 active;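 active = inhibition above about 50% at 20 µM, limit read from the data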;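 also: plate controls were DMSO wells with enzyme for no effect and wells lacking enzyme for full effect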
Target sequence (Q9GZU7 76-261 limits assumed): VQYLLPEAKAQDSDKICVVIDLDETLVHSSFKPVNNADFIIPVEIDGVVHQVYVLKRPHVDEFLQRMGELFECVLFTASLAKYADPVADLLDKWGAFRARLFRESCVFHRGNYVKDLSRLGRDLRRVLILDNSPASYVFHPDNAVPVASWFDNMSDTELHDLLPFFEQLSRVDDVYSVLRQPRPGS
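Test system: SCP-1 phosphatase catalytic domain, residues 76-261 | Compound dosing: One concentration, 20 µM, with 1.0% DMSO | Schedule: 45 min room-temperature reaction, 5 min colour, 30 min stabiliser | Detection: Absorbance at 630 nm | Read-out basis: % inhibition of SCP-1 phosphate liberation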
Tb MetRS inh: Trypanosoma brucei MetRS inhibition | AID 624268 | purified T. brucei MetRS, ATP depletion, Kinase-Glo luminescence | inhibition, % at 11.9 µM | 0.4% of 360,000 active;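 active = inhibition above a per-plate cutoff of the control wells' mean inhibition plus 3 SD, cut at about 5.5% in these data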;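 also: 0% = DMSO wells median and 100% = median of wells with control inhibitor compound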
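assay system = parasite MetRS enzyme | timing = 15 min preincubation, 2 h reaction, all 25 °C | evaluation = percent inhibition relative to median high and low control wells | medium = HEPES buffer containing pyrophosphatase, BSA, spermine, DTT | compound = single dose, 11.9 µM final nominal, 0.9% final DMSO | detection = Kinase-Glo luminescence, ATP depletion format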
STEP inh: STEP (human) phosphatase inhibition; P54829; recombinant STEP, OMFP fluorogenic substrate, fluorescence; inhibition, % at 20 µM; 0.25% of 360,000 active; AID 588621;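 active = inhibition at 20 µM, scaled per plate between control wells, above about 37%, limit read from the data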;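 also: 0% = DMSO with enzyme and substrate and 100% = substrate only without enzyme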
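Test system: STEP tyrosine phosphatase / Reagent: OMFP at 25 µM / Doses: 20 µM, 1% DMSO / Read-out: percent inhibition scaled to no-enzyme and uninhibited-enzyme controls, plate-pattern corrected / Detection: FITC-channel fluorescence of OMFP product / Medium: Bis-Tris buffer pH 6.0, 2.5 mM DTT, 0.005% Tween 20 / Schedule: 20 min at room temperature, dark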
Active calls of the source: *.

Results for CC1(c2ccc(OC(F)F)cc2)NC(=O)N(CC(=O)Nc2cccc(F)c2)C1=O (centres undefined) ?
LMPTP inh: -0.1; MsrA act: -9; NRP1-CendR mod: 7; DNMT1 block: -3; E coli Lon inh: 1; SUMO1-SIM PPI: 2; MsrA inhibitor: 0.3; Scp1 inh: -2; Tb MetRS inh: -0.1; STEP inh: -4

Results for COc1ccccc1/C=C\C=N\n1c(-c2ccc(Cl)cc2Cl)n[nH]c1=S ?
LMPTP inh: 1.4; MsrA act: 1; NRP1-CendR mod: 0; DNMT1 block: 9; E coli Lon inh: -2; SUMO1-SIM PPI: -3; MsrA inhibitor: 1.4; Scp1 inh: -12; Tb MetRS inh: 0.6; STEP inh: -6

Results for COc1ccc(NC(=O)C(=O)NNC(=O)COc2ccc(Cl)cc2)c(OC)c1 ?
LMPTP inh: -1.6; MsrA act: -6; NRP1-CendR mod: 8; DNMT1 block: -1; E coli Lon inh: 5; SUMO1-SIM PPI: -1; MsrA inhibitor: -0.1; Scp1 inh: 1; Tb MetRS inh: -0.5; STEP inh: 0

Results for Cc1c(NC(=O)CSc2nnc(-c3ccccc3F)o2)c(=O)n(-c2ccccc2)n1C ?
LMPTP inh: -1.9; MsrA act: -2; NRP1-CendR mod: 2; DNMT1 block: 5; E coli Lon inh: -10; SUMO1-SIM PPI: 1; MsrA inhibitor: -1.2; Tb MetRS inh: -0.3; STEP inh: -2

Results for Cc1cccc(NC(=S)N2CCCCCC2)c1C ?
LMPTP inh: -0.2; MsrA act: -4; NRP1-CendR mod: -6; DNMT1 block: 1; E coli Lon inh: -2; SUMO1-SIM PPI: 6; MsrA inhibitor: -0.1; Scp1 inh: 4; Tb MetRS inh: 0.1; STEP inh: 1

What do the screens show for `COc1cccc(NC(=O)CSC2=NN3CCCC(=O)N=C3S2)c1`?
LMPTP inh: -0.4; MsrA act: -12; NRP1-CendR mod: 30*; DNMT1 block: -1; E coli Lon inh: 8; SUMO1-SIM PPI: 6; MsrA inhibitor: -0.3; Scp1 inh: 7; Tb MetRS inh: -1.1; STEP inh: -3

What do the screens show for `CCC(=O)OCC(=O)Nc1ccc([N+](=O)[O-])cc1OC`?
LMPTP inh: -1.1; MsrA act: -5; NRP1-CendR mod: 10; DNMT1 block: 1; E coli Lon inh: 0; SUMO1-SIM PPI: -18; MsrA inhibitor: 2.6; Scp1 inh: -3; Tb MetRS inh: -0.4; STEP inh: 1

How did O=C(Nc1ccc2nc(C3CC3)n(Cc3ccc(F)cc3)c(=O)c2c1)c1ccco1 do in these assays?
LMPTP inh: 2.7; MsrA act: -2; NRP1-CendR mod: 14; DNMT1 block: -6; E coli Lon inh: 4; SUMO1-SIM PPI: 6; MsrA inhibitor: -0.1; Scp1 inh: 1; Tb MetRS inh: -0.6; STEP inh: 2

What do the screens show for `Cc1ccc(-c2csc(NC(=O)C3CC(=O)N(Cc4ccco4)C3)n2)cc1` (centres undefined)?
LMPTP inh: 0.6; MsrA act: -4; NRP1-CendR mod: -1; DNMT1 block: -5; E coli Lon inh: 0; SUMO1-SIM PPI: 5; MsrA inhibitor: 1.7; Scp1 inh: -5; Tb MetRS inh: -0.3; STEP inh: -3

Results for CCCN(C(=O)COC(=O)CC1CCCCC1)c1c(N)n(Cc2ccccc2)c(=O)[nH]c1=O ?
LMPTP inh: -0.1; MsrA act: -6; NRP1-CendR mod: -7; DNMT1 block: 6; E coli Lon inh: 2; SUMO1-SIM PPI: 0; MsrA inhibitor: 0.3; Scp1 inh: -3; Tb MetRS inh: -0.3; STEP inh: -2

Results for C=CCNC(=O)c1cc(Cl)ccc1[N+](=O)[O-] ?
LMPTP inh: 0.7; MsrA act: -2; NRP1-CendR mod: -1; DNMT1 block: -1; E coli Lon inh: -3; SUMO1-SIM PPI: -18; MsrA inhibitor: 0.9; Scp1 inh: -8; Tb MetRS inh: -0.3; STEP inh: -1

Results for O=C(NNS(=O)(=O)c1ccc(Cl)cc1)NC1CCCCC1 ?
LMPTP inh: 2.2; MsrA act: -3; NRP1-CendR mod: 8; DNMT1 block: 6; E coli Lon inh: 0; SUMO1-SIM PPI: -2; MsrA inhibitor: 1.8; Scp1 inh: -5; Tb MetRS inh: -0.4; STEP inh: -2

How did CC(C)(C)[C@H]1COC(=O)[C@@H](Cc2ccc(F)cc2)CC/C=C/C[C@@H](CC(=O)N[C@H](CO)Cc2ccccc2)C(=O)N1 do in these assays?
LMPTP inh: -1.6; MsrA act: 2; NRP1-CendR mod: 5; DNMT1 block: 31; E coli Lon inh: 8; SUMO1-SIM PPI: 2; MsrA inhibitor: -0.1; Scp1 inh: -7; Tb MetRS inh: -0.3; STEP inh: 1

Results for O=C(Nc1cccc(-c2nc3ccccc3o2)c1)c1cccnc1 ?
LMPTP inh: -0.7; MsrA act: -3; NRP1-CendR mod: -7; DNMT1 block: 3; E coli Lon inh: -2; SUMO1-SIM PPI: 3; MsrA inhibitor: -0.4; Scp1 inh: 16; Tb MetRS inh: 0.5; STEP inh: 1

Results for CCN1C(=O)[C@H]2[C@@H](c3ccc(OC)cc3)N[C@]3(CCCN(Cc4ccc(F)cc4)C3=O)[C@H]2C1=O ?
LMPTP inh: -0.2; MsrA act: -4; NRP1-CendR mod: -3; DNMT1 block: -1; E coli Lon inh: -7; SUMO1-SIM PPI: 0; MsrA inhibitor: 0.4; Tb MetRS inh: -0.9; STEP inh: -2

What do the screens show for `CCn1c(C)nc2cc(C(=O)NNC(=O)CCC3CCCCC3)ccc21`?
LMPTP inh: -0.8; MsrA act: -1; NRP1-CendR mod: -4; DNMT1 block: -3; E coli Lon inh: -2; SUMO1-SIM PPI: -2; Scp1 inh: 2; Tb MetRS inh: 0.6; STEP inh: 3

Results for COc1cccc(/C=N/NC(=O)CN2CC(c3ccccc3)CC2=O)c1OC (centres undefined) ?
LMPTP inh: -1.4; MsrA act: -7; NRP1-CendR mod: 5; DNMT1 block: -1; E coli Lon inh: -1; SUMO1-SIM PPI: -3; MsrA inhibitor: 0.7; Scp1 inh: 1; Tb MetRS inh: -0.6; STEP inh: -2

How did COc1ccc(C2C(C(=O)N3CCC(C)CC3)c3ccccc3C(=O)N2C)cc1 (centres undefined) do in these assays?
LMPTP inh: -1.8; MsrA act: -1; NRP1-CendR mod: 5; DNMT1 block: 0; E coli Lon inh: 0; SUMO1-SIM PPI: -3; MsrA inhibitor: -0.3; Scp1 inh: -5; Tb MetRS inh: -0.2; STEP inh: -5

Results for CC1SCC(=O)N(CC(=O)NCCc2ccccc2)C1=O (centres undefined) ?
LMPTP inh: -1.0; MsrA act: -3; NRP1-CendR mod: 1; DNMT1 block: 2; E coli Lon inh: -1; SUMO1-SIM PPI: -3; MsrA inhibitor: -0.5; Scp1 inh: 1; Tb MetRS inh: -0.7; STEP inh: 4

How did CCOc1cc(N2CCOCC2)c(OCC)cc1NC(=O)Cn1cnc2c(=O)n(C)c(=O)n(C)c21 do in these assays?
LMPTP inh: -0.9; MsrA act: -4; NRP1-CendR mod: 1; DNMT1 block: 2; E coli Lon inh: -6; SUMO1-SIM PPI: 4; MsrA inhibitor: 0.1; Scp1 inh: -8; Tb MetRS inh: 0.0; STEP inh: 1

Results for COc1ccc(Cc2noc(CN3CCCC(C(=O)c4cccs4)C3)n2)cc1OC (centres undefined) ?
LMPTP inh: 0.1; MsrA act: -5; NRP1-CendR mod: 9; DNMT1 block: -1; E coli Lon inh: -4; SUMO1-SIM PPI: 1; MsrA inhibitor: 1.8; Scp1 inh: -9; Tb MetRS inh: -0.9; STEP inh: -2

What do the screens show for `COC(=O)c1ccc2c(c1)NC1=C(C(=O)CC(C)(C)C1)C(c1ccncc1)N2` (centres undefined)?
LMPTP inh: -1.0; MsrA act: -6; NRP1-CendR mod: -20; DNMT1 block: -2; E coli Lon inh: 4; SUMO1-SIM PPI: -5; MsrA inhibitor: 3.2; Scp1 inh: -2; Tb MetRS inh: 0.3; STEP inh: -3

Results for COCCCNC(=O)CC[C@H]1O[C@@H](n2cnc3c(NC(=O)c4ccccc4)ncnc32)[C@H](O)[C@@H]1O ?
LMPTP inh: -1.4; MsrA act: -2; NRP1-CendR mod: 0; DNMT1 block: 3; E coli Lon inh: -12; SUMO1-SIM PPI: -2; MsrA inhibitor: -0.6; Tb MetRS inh: -0.7; STEP inh: 1

Results for COc1ccc(-c2c(C(C)=O)c(C)n(C)c2C)cc1 ?
LMPTP inh: -0.7; MsrA act: -10; NRP1-CendR mod: 9; DNMT1 block: 3; E coli Lon inh: -1; SUMO1-SIM PPI: -3; MsrA inhibitor: 1.4; Scp1 inh: -2; Tb MetRS inh: -1.4; STEP inh: 2

Results for Nc1ccccc1SCC(O)Cn1ccc2ccccc21 (centres undefined) ?
LMPTP inh: 0.8; MsrA act: 0; NRP1-CendR mod: 9; DNMT1 block: -6; E coli Lon inh: -7; SUMO1-SIM PPI: -2; Scp1 inh: 0; Tb MetRS inh: -0.5; STEP inh: -1

Results for Cc1nc2c(C)cccn2c1C(=O)c1ccccc1 ?
LMPTP inh: 0.8; MsrA act: -3; NRP1-CendR mod: -22; DNMT1 block: 1; E coli Lon inh: -3; SUMO1-SIM PPI: -2; MsrA inhibitor: 2.2; Scp1 inh: -9; Tb MetRS inh: 0.4; STEP inh: 0

Four compounds drawn at random from those above:
Results for COc1ccc(-c2c(C(C)=O)c(C)n(C)c2C)cc1 ?
LMPTP inh: -0.7; MsrA act: -10; NRP1-CendR mod: 9; DNMT1 block: 3; E coli Lon inh: -1; SUMO1-SIM PPI: -3; MsrA inhibitor: 1.4; Scp1 inh: -2; Tb MetRS inh: -1.4; STEP inh: 2

What do the screens show for `COC(=O)c1ccc2c(c1)NC1=C(C(=O)CC(C)(C)C1)C(c1ccncc1)N2` (centres undefined)?
LMPTP inh: -1.0; MsrA act: -6; NRP1-CendR mod: -20; DNMT1 block: -2; E coli Lon inh: 4; SUMO1-SIM PPI: -5; MsrA inhibitor: 3.2; Scp1 inh: -2; Tb MetRS inh: 0.3; STEP inh: -3

Results for COc1ccc(Cc2noc(CN3CCCC(C(=O)c4cccs4)C3)n2)cc1OC (centres undefined) ?
LMPTP inh: 0.1; MsrA act: -5; NRP1-CendR mod: 9; DNMT1 block: -1; E coli Lon inh: -4; SUMO1-SIM PPI: 1; MsrA inhibitor: 1.8; Scp1 inh: -9; Tb MetRS inh: -0.9; STEP inh: -2

Results for COCCCNC(=O)CC[C@H]1O[C@@H](n2cnc3c(NC(=O)c4ccccc4)ncnc32)[C@H](O)[C@@H]1O ?
LMPTP inh: -1.4; MsrA act: -2; NRP1-CendR mod: 0; DNMT1 block: 3; E coli Lon inh: -12; SUMO1-SIM PPI: -2; MsrA inhibitor: -0.6; Tb MetRS inh: -0.7; STEP inh: 1

Bioassay records as filed in PubChem.
